USP1-UAF1 inh = USP1/UAF1 (human) deubiquitinase inhibition; O94782; recombinant USP1/UAF1, Ub-Rhodamine cleavage fluorescence; Potency, µM (highest dose often 57.1 µM), inactives show at the top dose activity change, negative = inhibition, hits mostly inhibitors; actives 0.23% (n = 390,000); note: potency is the fitted concentration of half-maximal effect; % is set by controls: 0 for no effect and ±100 for the full control effect; nearly all actives have a fitted effect of over 60% in size; inactives centre near -12
Target sequence (O94782 whole entry, looked up): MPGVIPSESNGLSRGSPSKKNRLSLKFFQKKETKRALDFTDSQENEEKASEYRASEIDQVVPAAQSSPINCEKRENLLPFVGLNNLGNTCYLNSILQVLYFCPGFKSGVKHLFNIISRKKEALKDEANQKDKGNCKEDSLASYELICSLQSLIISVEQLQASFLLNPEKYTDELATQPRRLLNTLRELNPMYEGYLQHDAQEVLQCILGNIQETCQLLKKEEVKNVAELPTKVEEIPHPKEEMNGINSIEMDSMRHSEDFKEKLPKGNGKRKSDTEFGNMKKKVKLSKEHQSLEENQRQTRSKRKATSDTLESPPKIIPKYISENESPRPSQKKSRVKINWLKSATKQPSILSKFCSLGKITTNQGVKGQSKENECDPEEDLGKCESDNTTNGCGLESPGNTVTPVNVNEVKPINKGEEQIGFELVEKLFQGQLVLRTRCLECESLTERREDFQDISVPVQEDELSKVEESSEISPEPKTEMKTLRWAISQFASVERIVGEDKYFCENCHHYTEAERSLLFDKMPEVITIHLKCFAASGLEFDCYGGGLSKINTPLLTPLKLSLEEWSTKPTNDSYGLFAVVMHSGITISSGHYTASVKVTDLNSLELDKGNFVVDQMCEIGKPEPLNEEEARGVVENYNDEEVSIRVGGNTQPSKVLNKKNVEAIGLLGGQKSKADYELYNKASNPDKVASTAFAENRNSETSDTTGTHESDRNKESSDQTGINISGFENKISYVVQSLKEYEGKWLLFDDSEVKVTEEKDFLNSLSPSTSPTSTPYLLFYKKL
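In this screen, compounds sit with the deubiquitinase complex (1nM) for 15 min at room temperature before Ub-Rho is added at 150nM final. Fluorescence rise is then followed for 6 reads every 60 seconds.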
PI4K2A inh = inhibitors of human PI4K2A; purified PI4K2A, ADP-Glo luminescence, 1 h; stronger effect = lower value; actives 0.13% (n = 420,000); AID 1346378; Q9BTU6; activity change, negative = inhibition, % at 76.9 µM; in the data active = activity change below about -50%;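 note: -100% = wells without enzyme as full effect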
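In this quantitative HTS, ADP production by PI4K2A was quantified luminescently after 1 h at ambient temperature; 100 microM adenosine served as plate-quality control.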
D2 agonist = D2 dopamine receptor (human) agonism | P14416 | HEK293 T-REx D2 cells, calcium flux agonist mode | activation, % at 2 µM | actives 0.53% (n = 340,000);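 active = activation over 3 SD above normal in the single-dose calcium agonist read, cut at about 30% in these data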; note: 0% is about no effect
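Tetracycline-induced HEK293 Trex cells with D2 receptor force-coupled to calcium signaling, plated overnight at 30 C and loaded with no-wash calcium dye. Calcium flux read kinetically for 180 s after compound addition; responses flag agonists.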
TrxR1 substrate = is turned over as a substrate by rat TrxR1. O89049. purified TrxR1 substrate turnover, NADPH consumption readout. Potency, µM (series often up to 114 µM), inactives show at the top dose activity change, negative = substrate turnover. actives 0.01% (n = 390,000); note: potency is the fitted concentration of half-maximal effect; % is set by controls: 0 for no effect and ±100 for the full control effect; nearly all actives have a fitted effect of over 50% in size
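Rat TrxR1, dispensed at 90 nM, was prereduced with 400 uM NADPH (final) for 5 min at ~22 deg C, then incubated with compound 15 min before 400 uM selenite. A first-read NADPH fluorescence drop versus no-compound background flagged substrates.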
TrxR1 inh = rat TrxR1 inhibition; O89049; recombinant rTrxR1, NADPH fluorescence consumption, selenite substrate; Potency, µM (highest dose often 114 µM), for inactives: at the top dose activity change, negative = inhibition, usual class: inhibitors; actives 1% (n = 390,000); note: potency is the fitted concentration of half-maximal effect; % is set by controls: 0 for no effect and ±100 for the full control effect; nearly all actives have a fitted effect of over 65% in size
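Rat TrxR1 (90 nM in the dispensed reagent) was pre-reduced with 400 uM NADPH for 5 min at room temperature, then incubated with compound for 15 min. After 400 uM selenite was added, NADPH fluorescence (Ex 340/Em 450 nm) was followed for 8 min.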
TRHR PAM = TRH receptor (human) allosteric enhancement; AID 493056; TRHR cells, fluo-8 calcium fluorescence, EC20 TRH enhancement; enhancement, % at 2 µM; actives 0.66% (n = 360,000); in the data active = enhancement above about 30%; note: 0% is about no effect
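TRHR-expressing cells loaded with fluo-8 calcium dye were read kinetically (ex 480/em 530) during compound addition, then stimulated with an EC20 of TRH (10 nM final). Enhancement of the Gq-mediated intracellular calcium response was scored.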
TRHR agonist = TRH receptor (human) agonism. P34981. TRHR cells, calcium flux fluo-8, FDSS agonist mode. activation, % at 2 µM. actives 0.18% (n = 360,000). AID 493084; in the data active = activation above about 30%; note: 0% is about no effect
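TRHR-expressing cells, plated overnight in medium with 10% serum, were loaded with fluo-8 calcium dye at room temperature. After a 10 s baseline, library compound was pin-added and calcium release was recorded kinetically (ex 480/em 530) as agonist response.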
IDH1 R132H inh = inhibitors of human mutant IDH1 R132H; actives 0.093% (n = 390,000); Potency, µM (doses to about 76.6 µM), without a hit: top-dose activity change, negative = inhibition, hits mostly inhibitors; O75874; AID 602179; IDH1-R132H enzyme, NADPH consumption, diaphorase/resazurin fluorescence; note: potency is the fitted concentration of half-maximal effect; % is set by controls: 0 for no effect and ±100 for the full control effect; nearly all actives have a fitted effect of over 65% in size
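IDH1-R132H (0.5 ug/mL dispensed) in pH 7.5 Tris buffer was preincubated 30 min with compound, then given a substrate mix of 0.016 mM NADPH and 2 mM alpha-KG for 80 min at room temperature; remaining NADPH was read by diaphorase/resazurin fluorescence.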
D2 antag = antagonists of human D2 dopamine receptor | HEK293 TREx D2 cells, calcium flux, dopamine EC80 | inhibition, % at 10 µM | P14416 | AID 485344 | actives 2% (n = 340,000); in the data active = inhibition above about 30%; note: 0% is about no effect
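Dopamine at EC80 is the agonist stimulus; test compounds precede it by 180 s. Calcium flux read kinetically in a force-coupled, inducible HEK293 T-REx D2 cell line.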
An asterisk follows results filed as active; nt = no result given; [ ] = another dose, or the depositor's remark. Unless noted, calls come from the whole dose curve; as a rule, active = well fitted inhibition curve with a large enough effect; inconclusive = small, poorly fitted or top-dose-only effect; inactive = no such curve, though single readings can be large or run the other way. An unsorted share of the library. Share with any hit: about 3.9%.

SMILES | USP1-UAF1 inh | PI4K2A inh | D2 agonist | TrxR1 substrate | TrxR1 inh | TRHR PAM | TRHR agonist | IDH1 R132H inh | D2 antag
CC(C)(Oc1ccc(Cl)cc1)C(=O)NCC(c1ccco1)N1CCCCC1 (configuration not stated) | 0.6% | 0.9 | 0.2 | -9.9% | -6.7% | -0.2 | -0.2 | 2.9% | -1.6
O=C(CSc1nc2cc(Cl)ccc2o1)NCCc1ccccc1 | -14.6% | -3.5 | nt | 7.6% | 11.1% | 1.0 | -0.4 | 3.5% | nt
CN1/C(=C/c2cccc[n+]2C)Sc2ccccc21 | -8.9% | -2.0 | 1.4 | -8.9% | 26.5% | -3.0 | 1.1 | -7.8% | 3.7
CCCCCCc1nc2ccccc2c(=O)n1N | -1.0% | -2.8 | -0.4 | 8.3%[57.1 µM] | 5.8%[57.1 µM] | 1.9 | -0.5 | 6.5% | 4.6
CC(=O)Nc1ccccc1C(=O)N1CCN(c2cccc(C)c2C)CC1 | -1.7% | 11.3 | 0.3 | 3.3% | 9.2% | 9.1 | -0.6 | -2.2% | 10.6
O=C(NCCc1c[nH]c2ccccc12)C(=O)NCC(c1ccco1)N1CCN(c2ccccc2)CC1 (configuration not stated) | -10.8% | -3.5 | 9.5 | -5.7% | -4.0% | 6.0 | 0.1 | 1.2% | 0.7
Cc1cc(C)c(NC(=O)C2CCN(C(=O)N3CC(C)Oc4ccc(Cl)cc43)CC2)c(C)c1 (configuration not stated) | -23.0% | -0.8 | 0.3 | 2.6% | 16.7% | -10.6 | -0.3 | -13.9% | nt
CC1CC(C)CN(c2nc3c(c(=O)[nH]c(=O)n3C)n2CCCSc2nc3ccccc3s2)C1 (configuration not stated) | -15.9% | 2.1 | nt | 0.6% | 11.6% | nt | nt | -1.6% | nt
O=c1c2cc3c(cc2nc2sc(Nc4ccc(F)cc4F)nn12)OCO3 | -12.5% | -2.4 | 0.0 | 4.0% | 6.3% | 0.2 | 0.1 | 7.4% | nt
CCN(CC)S(=O)(=O)c1ccc(C(=O)NCc2n[nH]c(=S)n2Cc2ccccc2)cc1 | -12.0% | 6.3 | 0.2 | -3.6% | -16.3% | -0.2 | 0.3 | 5.3% | 1.9
CN1CCc2nc(NC(=O)c3cccc(S(=O)(=O)N4CCc5ccccc54)c3)sc2C1 | -1.3% | 3.2 | nt | -7.0% | 5.5% | 0.0 | 0.2 | -3.0% | nt
CC(=O)N(C)c1ccc(NC(=S)Nc2ccc(C(C)C)cc2)cc1 | 2.2% | 0.9 | -0.1 | -4.8% | -19.1% | 2.6 | 0.7 | -4.4% | -23.1
C/C(=N\NC(=O)c1ccco1)c1cc(Cl)sc1Cl | -14.5% | 0.8 | 1.1 | 4.1% | 11.7% | -5.6 | 3.5 | -3.1% | -10.2
CN(C(=O)c1ccc(Cl)cc1)c1ccc(OCC(=O)Nc2cc(C(=O)O)ccc2Cl)cc1 | -25.2% | 2.6 | nt | -1.5% | 4.4% | nt | nt | 0.9% | nt
CCC(C)NC(=O)C(Cc1ccccc1)NS(=O)(=O)c1ccc2c(c1)oc(=O)n2C (configuration not stated) | -18.9% | -5.6 | 1.7 | -5.6% | -14.4% | 4.9 | -0.2 | 10.4% | -0.7
Cc1cc(NC(=O)c2ccc3c(c2)C(=O)N(C)C3=O)no1 | -7.9% | -11.4 | 0.7 | -4.4% | 0.2% | 8.8 | -0.5 | 1.5% | -14.1
CC(C)C(=O)Nc1nnc(CCN2CCOCC2)s1 | -5.6% | -1.5 | 0.6 | 3.3% | 8.5% | -2.5 | 0.2 | 4.3% | -16.2
CN(CC(=O)O)c1ccc(S(=O)(=O)N2CCOCC2)cc1[N+](=O)[O-] | -10.6% | -4.7 | 0.2 | 4.4%[57.1 µM] | 7.8%[57.1 µM] | -4.8 | 0.9 | 4.1% | -15.2
CC(NC(=O)Nc1cccnc1)(C(F)(F)F)C(F)(F)F | -20.1% | 7.3 | 0.8 | 1.3% | 8.9% | 0.1 | 0.3 | 1.2% | -3.5
O=C1CCCN1CCCNc1ncnc2sccc12 | -16.5% | 0.8 | -1.7 | 9.7%[57.1 µM] | 28.3%[57.1 µM] | 4.8 | 0.0 | -0.9% | 2.2
CN(C)S(=O)(=O)c1ccc2c(c1)N(CC(=O)Nc1ccc(OC(F)(F)F)cc1)C(=O)CS2 | -10.0% | 0.2 | 0.6 | -7.8%[57.1 µM] | 8.0%[57.1 µM] | -2.5 | 1.6 | -4.7% | nt
CCOc1ccc(NC(=S)N(CCOC)C(C)c2ccco2)cc1 (configuration not stated) | -21.2% | 0.9 | -0.1 | -1.0% | 17.0% | -11.0 | -0.4 | -0.1% | 5.9
CCC(CO)Oc1cc(NC(=O)Cc2ccccc2F)c2ncn(C(C)C)c2c1 (configuration not stated) | -29.2% | 0.9 | nt | 1.8% | 15.3% | nt | nt | -3.9% | nt
Cc1c(Cl)cccc1NC(=O)c1cccc(OC(F)F)c1 | -16.6% | -3.8 | -0.1 | 0.9% | 16.9% | -1.5 | -0.5 | 9.5% | 6.2
Cc1nn(CC(=O)NCCCN2CCC(N3CCCCC3)CC2)c(=O)c2cc(-c3ccccc3)nn12 | -21.2% | 5.9 | 0.3 | 1.4% | 7.6% | 13.8 | 0.1 | 6.6% | 7.5
Cc1c2cnn(CC(=O)NCc3ccccn3)c(=O)c2c(C)n1Cc1ccccc1 | -25.6% | -2.3 | -0.3 | 6.8%[57.1 µM] | 15.3%[57.1 µM] | -1.0 | -0.1 | -4.4% | 5.7
COc1ccc(-c2c(C)n([O-])c(C)c(C)[n+]2=O)cc1OC | 2.5% | 7.2 | -0.3 | -2.0% | 4.7% | 8.6 | 0.5 | 3.1% | 7.3
Cc1cc(C(=O)CN2C(=O)C3CC=CCC3C2=O)c(C)n1-c1ccccc1 (configuration not stated) | -14.6% | -0.6 | 1.3 | -9.4% | 0.8% | 4.4 | -0.2 | 6.3% | 18.0
CC(C)c1nnc(NC(=O)c2cnccn2)s1 | -9.4% | -3.4 | -0.4 | 1.4% | 11.8% | 3.8 | -0.2 | 0.0% | 7.2
CCOc1ccc(N2CC(NC(=O)Cc3cccs3)CC2=O)cc1 (configuration not stated) | -22.5% | 0.3 | 0.6 | -4.5%[57.1 µM] | 3.4%[57.1 µM] | -0.8 | -0.3 | -17.1% | nt

The closing 4 entries of the part above lead into the next.
SMILES | USP1-UAF1 inh | PI4K2A inh | D2 agonist | TrxR1 substrate | TrxR1 inh | TRHR PAM | TRHR agonist | IDH1 R132H inh | D2 antag
COc1ccc(-c2c(C)n([O-])c(C)c(C)[n+]2=O)cc1OC | 2.5% | 7.2 | -0.3 | -2.0% | 4.7% | 8.6 | 0.5 | 3.1% | 7.3
Cc1cc(C(=O)CN2C(=O)C3CC=CCC3C2=O)c(C)n1-c1ccccc1 (configuration not stated) | -14.6% | -0.6 | 1.3 | -9.4% | 0.8% | 4.4 | -0.2 | 6.3% | 18.0
CC(C)c1nnc(NC(=O)c2cnccn2)s1 | -9.4% | -3.4 | -0.4 | 1.4% | 11.8% | 3.8 | -0.2 | 0.0% | 7.2
CCOc1ccc(N2CC(NC(=O)Cc3cccs3)CC2=O)cc1 (configuration not stated) | -22.5% | 0.3 | 0.6 | -4.5%[57.1 µM] | 3.4%[57.1 µM] | -0.8 | -0.3 | -17.1% | nt
CCOC(=O)c1nnc(-c2ccccc2)nc1N1CC(C)OC(C)C1 (configuration not stated) | -11.8% | 4.8 | -1.1 | -21.3%[57.1 µM] | 13.5%[57.1 µM] | 0.2 | -2.5 | 14.3% | 1.7
O=C(OCCCN=C1NS(=O)(=O)c2ccccc21)C1CC(=O)N(c2ccc(Cl)cc2)C1 (configuration not stated) | -4.7% | -0.6 | 0.6 | 0.9% | 13.9% | -0.3 | -0.1 | 11.9% | -0.1
Cc1ccc(C(C(=O)NCc2ccc(F)cc2)N(CCCO)C(=O)C2COc3ccccc3O2)o1 (configuration not stated) | -23.3% | -0.5 | 0.0 | 3.5% | 27.7% | 1.3 | 0.0 | -3.8% | -5.1
Cc1ccc(NS(=O)(=O)c2sc3ccc(Cl)cc3c2C)cc1 | -25.7% | -2.3 | nt | -1.1%[57.1 µM] | -9.6%[57.1 µM] | -1.7 | -0.6 | -1.7% | nt
CCOc1ccccc1NC(=O)C1CCN(S(C)(=O)=O)CC1 | -19.7% | 0.8 | 1.1 | 5.3% | 23.4% | 5.8 | 0.6 | 5.6% | 15.5
S=C(NC1CC1)SCc1ccco1 | -8.9% | 1.2 | -0.6 | 3.9% | 37.2%[activator] | 1.0 | 0.2 | 3.9% | -11.7
CCOC(=O)c1nnn(-c2ccccc2C#N)c1C | -10.7% | 3.2 | -0.4 | -1.6% | -5.2% | 16.3 | -0.1 | 4.1% | -1.0
Cc1cc(=O)n(CC(=O)NC(C)c2ccccc2)c2c1c(C)nn2-c1cccc(F)c1 (configuration not stated) | 7.8% | -0.6 | -0.7 | -6.3%[57.1 µM] | -4.5%[57.1 µM] | -3.9 | -0.5 | 22.1% | nt
CCOc1ccc(CN(C)CC(=O)Nc2cc(OC)c([N+](=O)[O-])cc2C)cc1 | -20.1% | -1.9 | -0.4 | -8.0% | -9.1% | -1.0 | -0.6 | 1.3% | 1.2
O=C(NCc1ccccc1)C(=O)NCC(c1ccco1)S(=O)(=O)c1ccc(Cl)cc1 (configuration not stated) | 6.9% | -3.0 | nt | 2.4%[57.1 µM] | 3.2%[57.1 µM] | 4.1 | -0.4 | 0.4% | nt
O=C(O)C1=C[C@H](C2CC2)C[C@H](OCc2ccc(CO)cc2)O1 | -21.9% | -0.6 | nt | 3.2% | 9.0% | nt | nt | -0.5% | nt
Cc1cc(C)cc(NC2=CC(c3cccc(F)c3)N(c3cc(C)cc(C)c3)C2=O)c1 (configuration not stated) | 8.2% | 2.5 | 0.0 | 0.7% | -0.3% | -0.6 | 0.6 | nt | nt

Assay outcomes deposited in PubChem by National Center for Advancing Translational Sciences (NCATS).
